High-throughput results (PubChem)
NPY Y2 blocker: NPY-Y2 receptor antagonists, primary screen, cell-based; NPY-Y2 expressing cells, antagonist mode; 140,000 tested, 0.99% active; Neuropeptide Y receptor type 2 (Homo sapiens), P49146; inhibition, % at 2.7 µM; in the data active means inhibition above about 17%;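 further: 0% = vehicle with agonist challenge and 100% = reference antagonist with challenge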
Target sequence (P49146 whole entry, looked up): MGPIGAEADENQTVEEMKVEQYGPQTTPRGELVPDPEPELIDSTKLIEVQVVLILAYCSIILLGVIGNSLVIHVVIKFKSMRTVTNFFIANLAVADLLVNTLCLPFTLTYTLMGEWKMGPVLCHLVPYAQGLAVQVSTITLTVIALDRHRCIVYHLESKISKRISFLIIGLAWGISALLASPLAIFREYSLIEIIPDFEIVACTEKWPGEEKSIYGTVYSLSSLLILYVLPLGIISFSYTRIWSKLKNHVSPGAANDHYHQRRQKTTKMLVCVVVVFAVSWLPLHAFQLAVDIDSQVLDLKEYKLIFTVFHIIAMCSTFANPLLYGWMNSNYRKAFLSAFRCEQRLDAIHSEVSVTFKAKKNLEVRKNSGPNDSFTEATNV
Phagocytosis inh: inhibitors of macrophage phagocytosis, primary screen, imaging, J774A.1 cells, IgG beads; inhibition, % at 5 µM; AID 1029, 2008; 110,000 tested, 0.07% active; J774A.1 macrophage IgG-bead phagocytosis;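 active means inhibition above the mean of the plate negative controls plus 5 SD, cut at about 13% in these data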;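 further: phagocytic index as fraction of beads internalized from green versus red external bead signal; plate controls were DMSO negative control for no effect and cytochalasin-D positive control for full effect; some results beyond the cut were filed as inactive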
Yeast life ext: compounds extending yeast replicative lifespan, primary screen, S. cerevisiae, OD615 | S. cerevisiae growth with nicotinamide; deaD strain in restrictive glucose medium | inhibition of the nicotinamide effect, % at 10 µM | 130,000 tested, 0.68% active;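 active means inhibition above a set limit, placed 3 SD over the median of all compounds, cut at about 26% in these data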;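 further: 0% = nicotinamide-treated wells and 100% = cells grown without nicotinamide; some compounds called inactive have numbers as strong as hits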
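System: DeaD-strain S. cerevisiae / Buffer or medium: CSMM-D, restrictive glucose (dextrose) synthetic minimal medium / Probe or stimulus: nicotinamide, 1.5 mM, co-present with compound / Compound: one concentration, 10 µM, DMSO 0.25% / Incubation: 48 h compound exposure at 30 °C, humidified / Technique: optical density (absorbance) at 615 nm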
MRP1 act: H69AR viability gain despite doxorubicin, primary screen, MRP-1 activator project, H69AR cells, CellTiter-Glo | viability rescue | viability increase, % at 10 µM | 140,000 tested, 0.61% active;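 active means viability gain under doxorubicin at or above a set limit, the compound median plus 3 SD, cut at about 4.7% in these data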;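 further: MRP-1 overexpressing cells given doxorubicin 25 µM after compound pretreatment; 18-22 h compound pretreatment then 72 h with doxorubicin before readout; 0% = doxorubicin-only wells and 100% = vehicle-treated cells without doxorubicin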
BB579 growth dn: growth inhibitors of yeast BB579 in restrictive medium, primary screen, yeast lifespan-shortening project, S. cerevisiae. OD615, 48 h. inhibition, % at 10 µM. 140,000 tested, 0.51% active;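 active means inhibition above a set limit, 3 SD over the mean compound inhibition, cut at about 44% in these data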; further: inactives centre near -24
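test system = yeast BB579 (DeaD) | buffer or medium = restrictive CSMM-D medium | doses = single compound dose of 10 µM, 0.25% DMSO final | times = 4 h preincubation and 48 h exposure at 30 °C | technique = culture absorbance at 615 nm | benchmarks = amphotericin B 10 µg/mL, positive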
GALR2 blocker: GALR2 antagonists in receptor-expressing cells, primary screen. antagonist mode. inhibition, % at 4 µM. 140,000 tested, 0.39% active. AID 828, 2007; in the data active means inhibition above about 27%;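 further: cells stimulated with galanin 1-16 at roughly its EC80; 0% = agonist challenge control and 100% = basal control without agonist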
Target sequence (O43603 whole entry, looked up): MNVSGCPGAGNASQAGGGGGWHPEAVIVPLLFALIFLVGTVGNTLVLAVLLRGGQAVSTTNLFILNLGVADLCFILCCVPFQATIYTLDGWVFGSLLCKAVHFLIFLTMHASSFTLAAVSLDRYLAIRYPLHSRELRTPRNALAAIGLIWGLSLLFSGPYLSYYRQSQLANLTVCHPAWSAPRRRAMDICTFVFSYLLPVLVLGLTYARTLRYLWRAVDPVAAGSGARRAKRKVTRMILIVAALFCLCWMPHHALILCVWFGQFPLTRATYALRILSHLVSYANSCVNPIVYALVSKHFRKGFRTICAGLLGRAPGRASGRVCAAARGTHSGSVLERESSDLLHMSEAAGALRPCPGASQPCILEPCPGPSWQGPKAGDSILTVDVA
bCat KO growth: primary screen for growth suppressors in beta-catenin knockout HCT116 cells (colon tumor, human). HCT116 beta-catenin knockout viability, CellTiter-Glo, 60 h; hits give low values. viability, % at 10 µM. 140,000 tested, 1.5% active;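 active means viability at or under a set limit, the compound median less 4 SD, cut at about 6% in these data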;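 further: 0% = Hyamine 1622 control at 20 µM and 100% = untreated cell control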
HCT116 PTEN-null: growth suppression of PTEN-null HCT116, primary screen, cell-based, CellTiter-Glo | HCT116 PTEN-null viability, 60 h; hits give low values | viability, % at 10 µM | 140,000 tested, 1.2% active;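 active means viability at or below a set limit, 4 SD under the median of all tested compounds, cut at about 3.7% in these data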;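 further: PTEN knockout HCT116 line with beta catenin targeted HCT116 as companion control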
E-sel TNF inh: E-selectin induction blockers in HUVEC – imaging, immunofluorescence, high content, primary screen; HUVEC TNFa-induced E-selectin immunofluorescence; inhibition, % at 2 µM; 120,000 tested, 0.71% active;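 active means inhibition above the batch mean plus 3 SD, and confirmed as a hit on visual image review, cut at about 43% in these data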;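 further: 0% = TNF-stimulated DMSO wells and 100% = unstimulated control wells; not every result past the cut was called active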
Measles CPE: compounds protecting cells from measles virus cytopathic effect, primary screen, measles RdRp inhibitor project, single point, MLSMR library, absorbance; Measles virus-infected cells, CPE protection; 140,000 tested, 1.5% active; protection (pct of control), % at 4 µM; in the data active means protection mostly above about 24%, no sharp cut-off; inactive means mostly below about 26%; further: some compounds called inactive have numbers as strong as hits
Numbers without * were called inactive; . = no result given; & = joins results of further samples.

The line under a structure holds: NPY Y2 blocker, Phagocytosis inh, Yeast life ext, MRP1 act, BB579 growth dn, GALR2 blocker, bCat KO growth, HCT116 PTEN-null, E-sel TNF inh, Measles CPE
> O=S(=O)(c1cnccc1N1CCN(/N=C/c2ccc(Cl)cc2)CC1)N1CCCCC1
→ 2, -2, -6, -0.2, -23, -2, 94, 91, 19, 19
> CC1(C(=O)O)CCC(C(=O)NC2CCCCC2)C1(C)C (stereo unspecified)
→ 3, -2, 4, 0.3, -74, -5, 98, 89, 14, 22
> Cc1nn2c(Nc3ccccc3)c3c(nc2c1-c1ccccc1)CCC3
→ -2, -7, 2, -2.8, -22, -8, 82, 78, ., 26
> Cc1ccc(S(=O)(=O)N/N=C/c2ccc(OCC(=O)Nc3ccccc3Cl)cc2)cc1
→ 0, ., -16, -1.8, -58, 1, 100, 93, -72, 2
> O=C(O)CCC(=O)Nc1ccccc1C(=O)NCCc1ccccc1
→ 0, -5, -3, -0.1, 10, 17, 96, 98, -30, 5
> Cn1cccc1CNC1CCCC1
→ 2, -1, -13, 1.8, -7, -4, 102, 95, 0, 12
> Cc1ccc2cc3c(N)c(C(=O)N4CCOCC4)sc3nc2c1
→ 2, -1, -22, -3.6, -33, 1, 83, 102, -14, 14
> Cc1cc(C)cc(NC(=O)C(OC(=O)c2sccc2C)c2ccccc2)c1 (stereo unspecified)
→ 8, -6, 4, 1.4, -17, 3, 77, 79, -34, 4
> O=C(NCCNCc1ccc(F)cc1)c1ccco1
→ 1, -1, -9, -3.4, 5, -4, 91, 87, -1, 5
> COCCn1c(=S)[nH]c2cc(C(=O)N3CCN(Cc4ccc5c(c4)OCO5)CC3)ccc2c1=O
→ 3, 0, -18, -5.6, -28, -15, 35, 44, -1, 5
> COC(=O)/C(C#N)=C/c1occc1C
→ -1, -4, -6, -0.7, -39, -1, 103, 104, ., 9
> CC(=O)c1cc(C)ccc1OC(=O)c1cccnc1
→ 1, -1, -29, -0.5, -34, -9, 93, 93, -13, 15
> O=C(Cn1nc(C(F)(F)F)c2c1CCC2)NCc1ccc(Cl)cc1
→ 2, ., ., -0.9, -13, -4, 91, 93, -27, 3
> CCCCNC(=O)COc1ccccc1C(=O)c1cc(C#N)c(=O)n(CCOC)c1
→ 1, ., -1, -1.3, -10, 2, 104, 96, ., 42*
> C=CCn1c(=O)[nH]c2cc(C(=O)N3CCN(c4ccc(C(C)=O)cc4)CC3)ccc2c1=O
→ 10, 1, 55*, -0.1, -46, 0, 77, 84, -25, 7
> COc1ccc(NC(=O)C23CC4CC(C2)CC(n2cnc(Br)n2)(C4)C3)cc1Cl
→ 1, 0, -17, -1.2, 6, 1, 68, 73, 7, 7
> COC(=O)CSc1snnc1-c1ccc(F)cc1
→ 3, ., -7, -2.8, -21, 0, 95, 95, 6, 4
> CCOC(=O)N1CCc2c(sc3c2c(=O)n(Cc2ccccc2)c(=O)n3Cc2cccc(C)c2)C1
→ 3, ., 1, 2.0, -13, 9, 77, 71, 88*, 9
> O=C(NCc1ccncc1)/C(=C\c1ccc(F)cc1)NC(=O)c1ccccc1
→ -2, ., -2, -1.6, -18, 6, 103, 94, 16, 15
> COc1cc(/C=N/Nc2ccc(F)cc2F)cc(OC)c1O
→ 0, -4, -11, -2.6, 21, 17, 72, 82, -8, 9
> Cn1c(=O)c(C(=O)COC(=O)c2cc(-c3ccco3)nc3ccccc23)c(N)n(CC2CC2)c1=O
→ 1, ., 1, -1.1, -20, -10, 39, 36, ., 5
> O=C(CSc1oc(-c2ccco2)nc1S(=O)(=O)c1ccc(F)cc1)NCC1CCCO1 (stereo unspecified)
→ 4, ., ., -2.3, -15, -1, 85, 83, -15, 34
> O=C(CCN1CCN(c2ccccc2F)CC1)Nc1ccc2c(c1)OCO2
→ 5, ., -1, -6.1, -10, 8, 89, 93, ., 17
> CCOc1ccc(NC(=O)c2cc3c(=O)n(C)c4ccccc4c3n2C)cc1
→ 3, 0, -10, -0.5, -31, -3, 95, 97, 28, 9
> COc1ccc(N=c2cc(-c3ccc(O)cc3)oc3ccccc23)cc1
→ 2, -11, 0, -0.5, -34, 3, 26, 22, ., 2
> COc1ccc(-c2cnc(SCC(=O)Nc3ccc4c(c3)OCO4)n2Cc2ccco2)cc1
→ 4, 0, -4, -0.8, -15, -9, 29, 43, -39, 15
> CC(c1ccccc1)N1C(=O)CC(Sc2ncccc2C(=O)O)C1=O (stereo unspecified)
→ 2, 1, -11, -0.9, -24, -8, 97, 92, -4, 8
> O=C(Cc1ccc(-n2cccc2)cc1)NC1CCCCCC1
→ 1, ., ., -1.7, -19, 10, 96, 93, -18, 12
> Cn1c(=O)oc2cc(S(=O)(=O)N3CCCC(C(=O)NCCN4CCOCC4)C3)ccc21 (stereo unspecified)
→ 0, 0, -4, 0.1, -18, 3, 99, 100, -2, 8
> O/N=C1/CCSc2ccccc21
→ 4, 11, -22, -2.6, 7, 8, 79, 81, -3, 7
> CC(=O)N1CCN=C1SCc1cccc(C(F)(F)F)c1
→ 3, -1, -8, 3.7, -22, -3, 106, 98, ., 19
> CCOc1ccccc1NC(=O)C(OC(=O)c1ccc(N(C)C)cc1)c1ccccc1 (stereo unspecified)
→ 2, -10, -4, -0.7, -34, 2, 74, 68, ., 17
> CCC1CCCCN1C(=O)c1c[nH]c2ccc(S(=O)(=O)N(C)c3ccc(Cl)cc3)cc2c1=O (stereo unspecified)
→ 12, 0, -8, -2.0, -50, 9, 71, 79, 7, 7
> CCC(c1nnc(SCC(=O)NC23CC4CC(CC(C4)C2)C3)o1)N(C)C (stereo unspecified)
→ 0, 0, -3, -1.2, -45, -3, 97, 103&93, -18, 3
> Cc1ccc(/C=C(\C#N)C(=O)Nc2c(C)cccc2C)s1
→ 4, 1, -11, -0.2, -16, 4, 86, ., 15, 4
> O=C(CSc1nnc(-c2ccco2)o1)NC1CCCCCC1
→ 0, 0, -4, -1.6, -13, 1, 106, 93, ., 15
> COc1ccc(/C=C/C(=O)NC(C)(C)C)cc1S(=O)(=O)N1CCOCC1
→ 2, -4, 5, -3.6, -9, 5, 92, 90, -20, 14
> S=C(NCc1ccncc1)Nc1ccc(Cl)cc1
→ 3, -5, 5, -2.2, 10, 4, 86, 93, ., 10
> CC(OC(=O)CNS(=O)(=O)/C=C/c1ccccc1)C(=O)Nc1ccc(S(=O)(=O)N2CCCC2)cc1 (stereo unspecified)
→ 1, -1, -1, -1.2, -25, 9, 102, 101, 10, 9
> Cc1cc2c(=O)n(Cc3ccco3)c(SCC(=O)NCc3ccco3)nc2s1
→ 5, -1, -7, -1.8, -31, 8, 91, 103, -23, 8

Full records, looked up by structure.
CCOc1ccccc1NC(=O)C(OC(=O)c1ccc(N(C)C)cc1)c1ccccc1 (stereo unspecified) reads NPY Y2 blocker: 2; Phagocytosis inh: -10; Yeast life ext: -4; MRP1 act: -0.7; BB579 growth dn: -34; GALR2 blocker: 2; bCat KO growth: 74; HCT116 PTEN-null: 68; E-sel TNF inh: .; Measles CPE: 17
CC(OC(=O)CNS(=O)(=O)/C=C/c1ccccc1)C(=O)Nc1ccc(S(=O)(=O)N2CCCC2)cc1 (stereo unspecified) reads NPY Y2 blocker: 1; Phagocytosis inh: -1; Yeast life ext: -1; MRP1 act: -1.2; BB579 growth dn: -25; GALR2 blocker: 9; bCat KO growth: 102; HCT116 PTEN-null: 101; E-sel TNF inh: 10; Measles CPE: 9

Following part:
Molecule | NPY Y2 blocker | Phagocytosis inh | Yeast life ext | MRP1 act | BB579 growth dn | GALR2 blocker | bCat KO growth | HCT116 PTEN-null | E-sel TNF inh | Measles CPE
CC1Cc2ccccc2N1C(=O)C1CCCN(S(=O)(=O)c2cccc3cccnc23)C1 (stereo unspecified) | 2 | 0 | -8 | -4.4 | -14 | -3 | 60 | 63 | . | 17
Cc1nnc(SCC(=O)Nc2ncc(S(=O)(=O)c3ccc([N+](=O)[O-])cc3)s2)s1 | 1 | -7 | 4 | -1.6 | -19 | 11 | 87 | 87 | . | .
COc1ccc2c(c1)C1=NN(/C(C)=C\C(C)=O)C(c3ccccc3)C1CC2 (stereo unspecified) | 8 | . | . | -3.6 | -44 | 1 | 80 | 71 | 6 | 14
COc1ccc(-c2cnnn2-c2ccc(NC(=O)/C=C/c3ccc(OC)c(OC)c3)cc2)cc1 | 1 | -10 | -4 | -1.8 | 2 | 4 | 98 | 76 | . | 2
O=C(CSc1ccccc1)Nc1nc2ccccc2[nH]1 | 5 | -3 | 1 | -3.0 | -36 | 7 | 36 | 35 | . | 0
COc1cccc(C2CC(c3cccs3)=NN2C(=O)CSc2nc3ccccc3o2)c1OC (stereo unspecified) | 7 | -9 | 0 | 1.0 | -38 | 2 | 82 | 91 | -11 | 15
COc1cc2c(cc1OC)C(c1ccccc1O)N(C1CC(=O)N(c3ccccc3)C1=O)CC2 (stereo unspecified) | 2 | 2 | -15 | -1.2 | 0 | 3 | 99 | 112 | 13 | 7
N#CCC(=O)N/N=C/c1ccc(OS(=O)(=O)c2ccccc2)cc1 | 0 | 0 | -19 | -1.0 | -35 | -1 | 92 | 101 | -10 | 9
O=C(NC1CCCC1)C1(c2ccccc2)CCN(S(=O)(=O)c2ccccc2)CC1 | 5 | -1 | -15 | -2.9 | -34 | 2 | 90 | 76 | 4 | 10
Clc1ccc(CNCc2cccs2)cc1Cl | 5 | -4 | -3 | -0.3 | -34 | 8 | 100 | 108 | 12 | 5
CC(C(=O)NCCN1C(=O)S/C(=C\c2cccs2)C1=O)N1C(=O)c2ccccc2C1=O (stereo unspecified) | 0 | -7 | 5 | -1.3 | -13 | 4 | 90 | 96 | . | 3
COC(=O)c1[nH]c2ccc(Br)cc2c1NC(=O)CN1CCCCC1CCO (stereo unspecified) | -1 | . | -22 | -2.0 | -24 | 3 | 89 | 92 | . | 29
COc1ccc(-c2csc(/C(C#N)=C\c3cccc([N+](=O)[O-])c3)n2)cc1 | 2 | -11 | -2 | 0.0 | -45 | 0 | 61 | 67 | -17 | 8
Cc1ccc(NC(=O)CN2CCC(C(=O)c3ccc(F)cc3)CC2)cc1 | 5 | . | . | -2.9 | -20 | 7 | 84 | 83 | 4 | 24
CCNS(=O)(=O)c1ccc(NS(C)(=O)=O)cc1 | -1 | -3 | -2 | -0.3 | -7 | -6 | 94 | 92 | -4 | 4
